VLA-4 allo ag: allosterically activates the human VLA-4 integrin; Jurkat cells, LDV-FITC binding, flow cytometry; activation, % at 10 µM (by protocol); 24,000 tested, under 10 active;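 active means fluorescent ligand binding to cells raised by more than 40% of the manganese-induced maximum; inconclusive means compound's own fluorescence above 85% of the ligand control signal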;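 further: 0% = ligand binding without compound and 100% = manganese-stimulated maximal binding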
Target sequence (P13612 whole entry, looked up): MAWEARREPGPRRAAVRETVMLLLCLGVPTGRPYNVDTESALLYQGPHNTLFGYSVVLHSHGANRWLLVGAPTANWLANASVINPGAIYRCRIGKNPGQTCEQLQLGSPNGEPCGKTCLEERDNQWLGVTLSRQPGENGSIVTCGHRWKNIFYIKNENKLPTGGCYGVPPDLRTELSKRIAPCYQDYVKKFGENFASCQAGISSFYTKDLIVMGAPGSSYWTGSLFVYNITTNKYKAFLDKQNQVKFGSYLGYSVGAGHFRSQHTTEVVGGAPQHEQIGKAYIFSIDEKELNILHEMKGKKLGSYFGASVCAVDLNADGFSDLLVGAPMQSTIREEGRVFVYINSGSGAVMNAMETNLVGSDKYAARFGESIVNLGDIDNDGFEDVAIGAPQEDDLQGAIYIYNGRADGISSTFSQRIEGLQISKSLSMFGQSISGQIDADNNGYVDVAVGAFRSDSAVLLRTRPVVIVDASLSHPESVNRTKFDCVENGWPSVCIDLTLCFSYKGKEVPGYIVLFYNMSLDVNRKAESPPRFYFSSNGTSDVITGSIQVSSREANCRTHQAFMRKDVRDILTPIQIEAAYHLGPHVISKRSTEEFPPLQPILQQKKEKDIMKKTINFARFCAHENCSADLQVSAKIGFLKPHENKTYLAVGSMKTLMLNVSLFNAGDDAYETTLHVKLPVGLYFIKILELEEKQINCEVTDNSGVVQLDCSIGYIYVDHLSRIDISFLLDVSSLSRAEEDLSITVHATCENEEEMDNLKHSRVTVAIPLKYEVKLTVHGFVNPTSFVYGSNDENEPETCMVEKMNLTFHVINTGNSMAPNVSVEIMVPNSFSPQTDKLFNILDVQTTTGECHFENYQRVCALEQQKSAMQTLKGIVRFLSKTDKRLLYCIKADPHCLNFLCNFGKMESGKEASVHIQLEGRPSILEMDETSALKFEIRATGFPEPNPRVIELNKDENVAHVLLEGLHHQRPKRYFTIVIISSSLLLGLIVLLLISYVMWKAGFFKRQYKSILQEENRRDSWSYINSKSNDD
Prostate diff: LNCaP prostate cell differentiation activation. 0.56% of 24,000 active. flow cytometry side scatter, 4 d. side scatter shift, % at 10 µM;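 active means side scatter shift above 30%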;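 further: androgen-responsive LNCaP prostate cancer cells in charcoal-stripped serum medium; percent of cells past a gate set so DMSO wells show 10% shift; higher shift means more granular cells and more differentiation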
VLA-4 antagonist: inhibition of LDV-FITC ligand binding to human VLA-4 integrin; 0.2% of 24,000 active; Jurkat cells, LDV-FITC binding with Mn2+, flow cytometry; 100% = Mn2+-driven binding gain fully reversed; inhibition, % at 10 µM (by protocol); P13612;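 active means inhibition above 50%; inconclusive means compound itself fluorescent, judged against control cell fluorescence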;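 further: 0% = Mn2+ stimulated cells lacking compound and 100% = ligand binding without Mn2+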
Jurkat autofluor: counter-screen for VLA-4 integrin: compound autofluorescence in Jurkat cells | fluorescence ratio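 (tested at 10 µM compound in the well)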 | 0.61% of 24,000 active | flow cytometry; active compounds read high; 1 = vehicle-only cell background;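 active means fluorescence ratio above 2.44, which is 1 plus 3 SD of all ratios; inconclusive means signal too bright to measure linearly, ratio around 10 or more; inactive means fluorescence ratio below 2.44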;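 further: green fluorescence of cells measured with 488 nm excitation and 530 nm emission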
* hit, by the source's call; ? = inconclusive; · = not tested or not shown. A portion of the library; count on the stated rates, not on these rows.

SMILES	VLA-4 allo ag	Prostate diff	VLA-4 antagonist	Jurkat autofluor
CCOC(=O)N1CCN(C(=O)C2CCCN(c3ncnc4c3sc3cccc(F)c34)C2)CC1 (stereo unspecified)	-2	10	12	1.3
COc1ccc2c(c1)CCc1c-2n[nH]c1C(=O)O	-8	3	9	0.98
CCOC(=O)N1CCC(N2Cc3cccc(C(=O)NCc4ccc5c(c4)OCO5)c3C2=O)CC1	-2	2	8	1.1
Cc1ccc(NC(=O)Cn2cc3c(n2)CCC(C)C3)cc1 (stereo unspecified)	5	11	25	0.96
CC(=O)N=c1sc(S(N)(=O)=O)nn1C	-3	6	-8	1
Cc1nc(SCc2ccc(Br)cc2)[nH]c(=O)c1C	6	7	-25	0.97
CCCN(CCC)C(=O)c1c(C)[nH]c(C(=O)OCC)c1C	-3	11	-1	1
CCOC(=O)C1CCN(S(=O)(=O)c2cccc(-c3csc(C)n3)c2)CC1	-1	9	-20	1.1
CCc1cccc(NC(=O)CN(C)S(=O)(=O)c2cnc[nH]2)c1	7	8	10	0.93
COc1ccc(N2CCN(C(=O)C3CCN(S(=O)(=O)N4CCOCC4)CC3)CC2)cc1	8	4	-15	0.97
Cc1ccc(-c2nn3c(C)nnc3s2)cc1NC(=O)COc1ccc(Cl)cc1	?	7	?	1.3
CC(C)CCN1CC(C(=O)N2CCN(c3ccc(F)cc3)CC2)CC1=O (stereo unspecified)	6	13	-12	1
O=C(NCCc1ccccc1)C1CCN(S(=O)(=O)N2CCCC2)CC1	1	6	-1	1
CCC(=O)c1ccc(OC(=O)c2ccc(Br)o2)cc1	-7	3	4	1
Cc1c(O)c(CN2CCCC(C)C2)cc2c3c(c(=O)oc12)CCC3 (stereo unspecified)	-8	12	-22	1
CCOC(=O)c1sc2nc(NC(=O)COc3ccccc3)sc2c1C	-6	8	4	1
CCOC(=O)N1CCN(c2c(-c3ccc(C(C)C)cc3)c(=O)c2=O)CC1	0	2	-4	1.1
O=C1C2CCCN2C(c2cccc(Br)c2)N1c1ccc(F)cc1 (stereo unspecified)	0	11	7	1.2
Cn1c(=O)c(=O)n(C)c2cc(S(=O)(=O)N3CCN(Cc4ccccc4)CC3)ccc21	?	9	?	0.5
CN1CCN(C(=O)CN2C(=O)CC(C)(C)S(=O)(=O)c3ccccc32)CC1	5	4	-16	1
COc1cccc(OC)c1OCCCc1c(C)n[nH]c1C	-2	1	-1	1
CCCCOc1ccc(S(=O)(=O)n2c(C)nc3ccccc32)cc1	-12	5	-7	1.1
CC1CNCCN1S(=O)(=O)c1cccc2cnccc12 (stereo unspecified)	-6	3	-4	1.1
CC(C)N1C(=O)CCC1C(=O)NCCc1ccc(Cl)cc1 (stereo unspecified)	?	6	?	1.1
CC(=O)Nc1cc(N2C(=O)CCC2=O)ccc1Cl	-6	13	0	0.94
Continuation.
SMILES	VLA-4 allo ag	Prostate diff	VLA-4 antagonist	Jurkat autofluor
Cc1ccc(-c2noc(CCC(=O)NCCN3CCOCC3)n2)cc1	-4	13	-7	1
COc1ccccc1-c1c(C)nn2c(NCCN3CCCC3)cc(C)nc12	-5	13	-21	1.1
COc1ccc(NC2c3ncccc3C(=O)N2Cc2ccccc2)c(OC)c1 (stereo unspecified)	-4	12	-4	1.1
Clc1ccc(CSc2nnc(Cn3cnc4ccccc43)o2)cc1	-11	8	-6	0.99
Cc1ccc(-c2noc(CCC(=O)Nc3cccc(C#N)c3)n2)cc1	?	16	?	1.1
FC(F)(F)c1ccc(Sc2nnc(-c3cccs3)n2CC2CCCO2)nc1 (stereo unspecified)	-2	10	6	1
CCCCCSc1nnc(C)c(=O)[nH]1	?	11	?	1.1
Cc1noc(C)c1S(=O)(=O)N1CCC(C(=O)N2CCC(C)CC2)CC1	-3	2	3	1
CCN(CC)c1ccc2cc(NC(=O)CCC(=O)O)c(=O)oc2c1	1	11	-4	1.4
CCC1Oc2ccccc2N(CC(=O)NCCCN2CCOCC2)C1=O (stereo unspecified)	2	11	-11	1
CCCS(=O)(=O)N1CCCC(C(=O)NCCN(Cc2ccccc2)C(C)C)C1 (stereo unspecified)	1	12	0	1.1
COc1cccc2cc(-c3nc(-c4cccs4)cs3)c(=O)oc12	?	7	?	1.5
Cc1cccc(C)c1NC(=O)COC(=O)c1nonc1N	4	9	-3	1.1
Cc1ccc2c(C)nc(NC3=NCN(C(C)C)CN3)nc2c1	7	16	2	1
Cc1cc(C)c2oc(=O)cc(CN3CCOCC3)c2c1	0	8	0	0.95
COc1cc2[nH]c3c(N4CCN(c5ccc(Cl)cc5)CC4)ncnc3c2cc1OC	8	·	15	1.1
O=C1C(=O)N(CCO)C(c2cccc(F)c2)/C1=C(\O)c1ccc(Cl)cc1 (stereo unspecified)	3	11	-11	1
CCc1nc2scc(-c3ccccc3)c2c(=O)n1N	-1	10	-7	1.1
Cc1cc(NC(=O)CSc2nc3cc4c(cc3c(=O)n2CCc2ccccc2)OCO4)no1	1	12	-7	1
O=C(c1noc2c1CCCC2)N1CCCCC1	0	2	0	1.1
Oc1c(Cl)cc(Cl)c2c1NCCC2	?	18	?	1.1
CCn1c(C(C)NC(=O)Cc2ccccc2)nc2ccccc21 (stereo unspecified)	4	3	2	0.96
O=C1Nc2ccc(S(=O)(=O)N3CCCCCC3)c3cccc1c23	-3	11	-1	1.1
O=C(Nc1ccccn1)C(NS(=O)(=O)c1cccc2nsnc12)c1ccccc1 (stereo unspecified)	-3	1	-3	1
CCc1cc(C(=O)OC)c(NC(=O)CCCC(=O)O)s1	-4	3	5	1.1

A draw from above in order of number of heavy atoms, smallest number first:
SMILES	VLA-4 allo ag	Prostate diff	VLA-4 antagonist	Jurkat autofluor
Oc1c(Cl)cc(Cl)c2c1NCCC2	?	18	?	1.1
CCCCCSc1nnc(C)c(=O)[nH]1	?	11	?	1.1
O=C(c1noc2c1CCCC2)N1CCCCC1	0	2	0	1.1
CCc1nc2scc(-c3ccccc3)c2c(=O)n1N	-1	10	-7	1.1
CCc1cc(C(=O)OC)c(NC(=O)CCCC(=O)O)s1	-4	3	5	1.1
Cc1cccc(C)c1NC(=O)COC(=O)c1nonc1N	4	9	-3	1.1
Cc1ccc2c(C)nc(NC3=NCN(C(C)C)CN3)nc2c1	7	16	2	1
COc1cccc2cc(-c3nc(-c4cccs4)cs3)c(=O)oc12	?	7	?	1.5
Clc1ccc(CSc2nnc(Cn3cnc4ccccc43)o2)cc1	-11	8	-6	0.99
Cc1ccc(-c2noc(CCC(=O)Nc3cccc(C#N)c3)n2)cc1	?	16	?	1.1
O=C1C(=O)N(CCO)C(c2cccc(F)c2)/C1=C(\O)c1ccc(Cl)cc1 (stereo unspecified)	3	11	-11	1
FC(F)(F)c1ccc(Sc2nnc(-c3cccs3)n2CC2CCCO2)nc1 (stereo unspecified)	-2	10	6	1
CCCS(=O)(=O)N1CCCC(C(=O)NCCN(Cc2ccccc2)C(C)C)C1 (stereo unspecified)	1	12	0	1.1
O=C(Nc1ccccn1)C(NS(=O)(=O)c1cccc2nsnc12)c1ccccc1 (stereo unspecified)	-3	1	-3	1
COc1cc2[nH]c3c(N4CCN(c5ccc(Cl)cc5)CC4)ncnc3c2cc1OC	8	·	15	1.1
Cc1cc(NC(=O)CSc2nc3cc4c(cc3c(=O)n2CCc2ccccc2)OCO4)no1	1	12	-7	1

(listing goes on)
SMILES	VLA-4 allo ag	Prostate diff	VLA-4 antagonist	Jurkat autofluor
COc1ccc(-c2noc(-c3ccccc3C(=O)Nc3cccnc3)n2)cc1OC	2	11	-18	1.1
Cn1cccc1Cc1nnc(SCC(=O)N2CCc3ccccc32)n1CCc1ccccc1	-3	5	12	1.1
Cn1c(=O)oc2cc(S(=O)(=O)N3CCCC(C(=O)N4CC=C(c5ccccc5)CC4)C3)ccc21 (stereo unspecified)	-1	14	1	1.1
Cc1cccc(NC(=O)C2CC(O)CN2C(=O)OCc2ccccc2)c1 (stereo unspecified)	-6	14	-10	1.1
Cc1cc(C(=O)Nc2nnc(-c3ccccc3)s2)no1	7	4	-6	1
COc1cccc(CNS(=O)(=O)c2cn(C)cn2)c1	0	15	21	0.99
Cc1ccc(C2C3=C(CCCC3=O)Nc3[nH]c(=S)[nH]c(=O)c32)cc1 (stereo unspecified)	-7	2	-6	1.1
CSC1=NCCN1C(=O)c1cccc(C(F)(F)F)c1	1	5	-18	0.99
COCCn1cc(C(=O)c2ccccc2OCC(=O)Nc2cc(C)on2)cc(C#N)c1=O	2	3	-8	1.1
N#Cc1c(-c2ccccc2)nc(SCc2nc(N)nc(N3CCCCC3)n2)[nH]c1=O	-15	3	19	0.99
CCCS(=O)(=O)N1CCN(C(=O)c2cccnc2)CC1	8	1	-22	1
Cc1noc(C)c1S(=O)(=O)N1CCC(C(=O)NC2CCCc3ccccc32)CC1 (stereo unspecified)	2	8	15	0.93
O=c1nc(N2CCCC2)nc(Nc2ccccc2)[nH]1	2	12	-23	1.2
COc1ccc(-n2nnc3c(SCC(=O)c4ccccc4)ncnc32)cc1	?	16	?	1.4
Cc1cccc2c1nc(-c1ccccc1)n1cnnc21	-3	17	1	1.1
COCCOC(=O)c1[nH]c2c(c1C)C(=O)CC(c1ccccc1)C2 (stereo unspecified)	-1	14	7	1.1
NC(=O)Cn1c(=O)n(CCCC(=O)NC2CCN(Cc3ccccc3)CC2)c(=O)c2ccccc21	0	5	9	1
CCOC(=O)c1ccc(NC(=O)c2nccnc2C(=O)O)cc1	5	6	-4	1
COC(=O)CSc1nnc(CNC(=O)c2ccco2)n1-c1ccc(F)cc1	2	4	8	1
CC(=O)c1c(C)[nH]c(C(=O)OCc2nnc(-c3ccccc3)o2)c1C	-3	7	-6	1
O=C(c1ccco1)N1CCN(C(=O)c2cc3c(s2)-c2ccccc2OC3)CC1	0	5	-6	1.1
O=C(CCn1c(=O)oc2ccccc21)NCCN1CCOCC1	1	6	-3	1.1
CN(C)c1nc(SCCOC(=O)c2ccccc2)nc(N(C)C)n1	0	2	-2	1.1
Cc1ccc(O)c(C(=O)c2cc(C#N)c(=O)n(CC3CCCO3)c2)c1 (stereo unspecified)	6	7	-14	1.3
COc1ccc(NC(=O)C(C)NS(=O)(=O)c2ccccc2)cc1Cl (stereo unspecified)	0	12	-8	1.1
(next part)
SMILES	VLA-4 allo ag	Prostate diff	VLA-4 antagonist	Jurkat autofluor
COc1ccc(N(CC(=O)NCc2cccs2)S(=O)(=O)c2cccnc2)cc1	3	8	-4	1.1
O=C(CCn1c(=O)sc2ccccc21)NCc1ccco1	2	2	-14	0.96
CCOCC(=O)Nc1ccc(-c2cn3cccnc3n2)cc1	5	13	17	0.97
Cc1ccnc(N2C(=O)OC(C)(C)C2(C)O)c1 (stereo unspecified)	-4	0	-4	1
CCN(CC)C(=O)N1CCN(C(=O)c2ccc(C)cn2)CC1	-8	3	-8	1.1
CCN1C(=O)c2n[nH]c(C(=O)OC)c2C1=O	1	6	1	1.1
COc1ccc(OC)c(CCNC(=O)Cn2sc3nc(C)cc(C)c3c2=O)c1	?	14	?	1.8
Cc1ccc(-c2c3c(=O)n(C)c(=O)n(C)c3cn2-n2cnnc2)cc1	11	24	14	1
O=C(O)CC(O)C(=O)O (stereo unspecified)	2	12	?	1.1
COc1cc(C2CC(=O)N(CC(=O)NCc3ccco3)c3ccccc3S2)cc(OC)c1OC (stereo unspecified)	-1	10	-5	1.1
CC1CCc2nc(NC(=O)CN3CCN(Cc4ccc5c(c4)OCO5)CC3)sc2C1 (stereo unspecified)	-18	14	10	1.1
COCCNC(=O)c1cc(-c2ccc3c(c2)OCO3)on1	1	7	-4	1.1
Cn1c(=O)c(=O)n(C)c2cc(S(=O)(=O)N3CCN(c4cccc(C(F)(F)F)c4)CC3)ccc21	3	11	4	0.97
c1c2c(cc3sc(N4CCCCC4)nc13)OCCO2	-2	6	-2	1.1
Cc1ccc(OCCn2ccc(=O)[nH]c2=O)cc1C	6	3	-20	0.99
CCOC(=O)N1CCN(C(=O)c2ccc(N3C(=O)CCC3=O)cc2)CC1	5	7	-22	1
CC1CCCC(C)N1C(=O)COC(=O)c1ccc[nH]c1=O (stereo unspecified)	-4	4	-11	1
CC(=O)c1cccc(S(=O)(=O)NCC(c2ccco2)N2CCCCC2)c1 (stereo unspecified)	-2	10	-4	1.1
CCCN(CCC)c1nc(NC2CCN(C(=O)OCC)CC2)nc(OC)n1	-7	4	11	0.95
COc1ccc(C(c2sc3nc(C)nn3c2O)N2CCC3(CC2)OCCO3)cc1 (stereo unspecified)	?	5	?	1
COCCNC(=S)c1ccc(OC)cc1	4	7	-8	1
CCN(C1CCCCC1)S(=O)(=O)c1ccc(S(=O)(=O)N2CCN(CCC#N)CC2)cc1	1	15	-17	1.1
COC(=O)N1CC(=O)N(OC)C1c1ccc(Cl)cc1Cl (stereo unspecified)	-5	9	?	1.1

Rewritten with two lines to a compound: 2 of the compounds above
Values run as follows: VLA-4 allo ag, Prostate diff, VLA-4 antagonist, Jurkat autofluor
> CCOCC(=O)Nc1ccc(-c2cn3cccnc3n2)cc1
→ 5, 13, 17, 0.97
> Cc1ccnc(N2C(=O)OC(C)(C)C2(C)O)c1 (stereo unspecified)
→ -4, 0, -4, 1
